# Bioassay records from PubChem BioAssay.
# NTR1 ag = agonists of NTR1, primary screen, imaging, U2OS cells, beta-arrestin-GFP, high content (AID 493036) | activation, % at 20 µM | NTR1-U2OS beta-arrestin-GFP spot imaging, agonist mode | P30989 | 0.17% of 330,000 active;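 active = activation at or above 40% of the spot to cytoplasm intensity ratio, with at least 20 cells analyzed; inconclusive = wells under 20 cells, flagged as cytotoxic or low count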;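 also: 0% = DMSO without peptide and 100% = 100 nM NTR1 peptide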
# Target sequence (P30989 whole entry, looked up): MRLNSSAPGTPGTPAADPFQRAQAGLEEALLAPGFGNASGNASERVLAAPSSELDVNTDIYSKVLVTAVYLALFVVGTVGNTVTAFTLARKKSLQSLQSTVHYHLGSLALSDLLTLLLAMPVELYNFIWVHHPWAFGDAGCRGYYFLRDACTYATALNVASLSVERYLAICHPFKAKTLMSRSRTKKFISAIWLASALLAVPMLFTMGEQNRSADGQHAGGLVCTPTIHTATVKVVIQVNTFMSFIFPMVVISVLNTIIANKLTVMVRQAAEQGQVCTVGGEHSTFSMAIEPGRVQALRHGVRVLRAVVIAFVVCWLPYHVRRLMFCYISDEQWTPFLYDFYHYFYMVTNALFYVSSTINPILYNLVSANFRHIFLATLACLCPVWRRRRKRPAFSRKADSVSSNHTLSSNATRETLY
# Rac1 GTP hydrolysis = MgcRacGAP GTPase-activating activity inhibitors, confirmation, biochemical, ADP Hunter fluorescence; MgcRacGAP-stimulated Rac1 GTP hydrolysis, ADP Hunter fluorescence; higher % means a stronger effect; GST-tagged Rac1 F28L mutant substrate; one-dose inhibition, % at 30 µM; IC50 in µM for titrated hits; 0.6% of 340,000 active;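 active = first-screen hits whose inhibition reached a set limit at any dose in the follow-up dose series; inconclusive = inhibition above the set first-screen limit but never retested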;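 also: fluorescence reports GDP produced by GAP-driven GTP hydrolysis; strong numbers were not always called active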
# K1F lysis inhibition = inhibition of K1F phage lysis, E. coli UTI89, bacterial capsule biogenesis inhibitors, alamar blue (AID 488966); E. coli UTI89 K1F phage lysis, alamar blue, 2 h; higher % means a stronger effect; inhibition, % at 100 µM; hits with a dose series show IC50 in µM; 0.02% of 340,000 active;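 active = phage lysis inhibition, versus mean bacterial control, above a set limit; inconclusive = no clear call, values can overlap the other calls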;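 also: capsule biogenesis inhibitors block K1F phage lysis so surviving cells raise fluorescence; higher fluorescence means more inhibition of phage lysis; actives were called in the ten point dose series up to 300 µM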
# RSV antiviral HEp-2 = inhibition of RSV-induced cytopathic effect – HEp-2 cells, primary 10 µM value included (AID 2391); HEp-2 cells, RSV-induced CPE inhibition; higher % means a stronger effect; CPE inhibition, % at 10 µM; hits with a dose series show IC50 in µM; 0.13% of 310,000 active; in the data active = a potency from the dose series; inconclusive = CPE inhibition mostly from about 23% at the one dose, without a potency; inactive = the rest, 99 in 100 with CPE inhibition below about 21%; also: strong numbers were not always called active
# Salmonella PhoP GFP = PhoP-dependent GFP reporter repression – Salmonella Typhimurium, primary screen (AID 1863); S. Typhimurium PhoP-regulated promoter GFP reporter, 4 h; higher % means a stronger effect; one-dose inhibition, % at 50 µM; IC50 in µM for titrated hits; 0.16% of 300,000 active;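 active = inhibition over 29.93%, a cutoff 3 SD above the screen mean, later confirmed by dose response; inconclusive = inhibition over 29.93% but no dose response follow-up; inactive = inhibition at most 29.93% or unconfirmed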;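 also: 0% = low Mg2+ inducing control and 100% = high Mg2+ repressing control; strong numbers were not always called active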
# TNAP activators = stimulation of alkaline phosphatase TNAP activity – biochemical, luminescent, no phosphate acceptor, uHTS, primary screen (AID 1001) | purified TNAP, luminescent activation assay, no phosphate acceptor; higher activation fold means a stronger effect | activation fold at 20 µM; hits with a dose series show EC50 in µM | 0.03% of 200,000 active; in the data active = activation fold from about 3, or a potency from the dose series; inactive = the rest, 99 in 100 with activation fold below about 1.6; also: many of its hits are not listed in these tables
# Myeloid diff 2 = compounds promoting myeloid differentiation; calls only at 10 µM; 1% of 360,000 active; AID 624256; ER-HoxA9 myeloid progenitors, lysozyme-GFP differentiation, flow cytometry;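 active = normalized GFP-positive differentiation at or above the plate's own cutoff, the solvent-only control mean plus 3 SD; inconclusive = no clear call, values can overlap the other calls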;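 also: cells exposed to compound for four days before flow analysis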
# Large T inhibition = TAg ATPase/helicase activity blockers – biochemical (AID 1903). SV40 large T antigen ATPase/helicase inhibition assay; higher % means a stronger effect. inhibition, % at 20 µM, or IC50 in µM where a hit was titrated. 0.39% of 310,000 active; in the data active = a potency from the dose series; inconclusive = inhibition mostly from about 32% at the one dose, without a potency; inactive = the rest, 99 in 100 with inhibition below about 32%; also: strong numbers were not always called active
# T cell modulator = modulates CD8 T cell binding to vesicles; 2C CD8+ T cell-vesicle binding, flow cytometry; stronger effect = lower value; calls only at 7 µM; 0.068% of 330,000 active; AID 2052;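 active = response, share of CD8 T cells binding vesicles, and their 90th percentile fluorescence all below set limits, cut at about 80% in these data, passing the limit was not always enough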
#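 Test system: purified 2C TCR transgenic mouse naive CD8+ T cells. Probe or stimulus: QL9-peptide-loaded Drosophila micro-vesicles bearing Ld, ICAM-1 and B7-1. Incubation: binding step 1.5 h, 37 °C, antibody labelling 20 min, ice. Measured by: flow cytometry of vesicle-bound cells.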
# T cell modulator vesicle-bound % = further read-out of T cell modulator, marked with its call; double positive events, %; measured here: CD8+ vesicle-bound cell fraction;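 binding gate set so that unloaded-vesicle control wells show 10% double positive cells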
# NTR1 ag cell count 20 µM = recorded beside NTR1 ag, whose call it bears; cell count; measured here: cell count, cytotoxicity flag
# Myeloid diff 2 GFP+ MAC1+ % = further read-out of Myeloid diff 2, marked with its call; GFP+ MAC1+ double positive, %; measured here: differentiation confirmed by MAC1 staining
# An asterisk follows results filed as active; i = inactive; ? = inconclusive; / = no result given; + = active, no number; [ ] = dose if it differs, or a comment.
SMILES,NTR1 ag,NTR1 ag cell count 20 µM,Rac1 GTP hydrolysis,K1F lysis inhibition,RSV antiviral HEp-2,Salmonella PhoP GFP,TNAP activators,Myeloid diff 2,Myeloid diff 2 GFP+ MAC1+ %,Large T inhibition,T cell modulator,T cell modulator vesicle-bound %
O=C(O)c1sc2cc(C(F)(F)F)cnc2c1-c1cccs1,-0.5,91,/,/,-1.3%,-7%,1.1,i,0.3,6%,i,43
COCC(=O)N(Cc1cc2ccc(C)cc2[nH]c1=O)c1ccc(C)cc1C,0.0,50,14%,0.1%,2.4%,-2%,/,i,0.9,9%,i,59
COCCOC(=O)c1[nH]c2c(c1C)C(=O)CC(c1cc(OC)ccc1OC)C2 (stereo not given),-0.1,51,1%,2.7%,-0.2%,1%,1.2,i,1.6,5%,i,55
CCc1cc(C(=O)OC)c(NC(=O)CC2Sc3ccc(C(F)(F)F)cc3NC2=O)s1 (stereo not given),4.1,44,6%,0.4%,1.2%,-6%,1.1,i,0.4,12%,i,54
CCCS(=O)(=O)N1CCN=C1SCc1ccc(C)cc1,-0.1,78,13%,0.1%,0.1%,-4%,1.1,i,0.1,2%,i,43
Cc1cc(C)c2c(=O)c3c(oc2c1)C(=O)N(CCO)C3c1cccc(O)c1 (stereo not given),1.0,83,7%,1.0%,0.1%,-3%,0.9,i,0.4,7%,i,26
O=C(Nc1ccccc1C(=O)O)c1cc(S(=O)(=O)N2CCCCCC2)ccc1Cl,2.6,56,7%,-0.2%,2.2%,10%,/,i,0.3,12%,i,52
CC1(C(=O)OCC(=O)Nc2ccccc2Cl)CC1(Cl)Cl (stereo not given),0.3,92,-6%,1.9%,1.1%,-10%,1.1,i,0.4,8%,i,61
Nc1ccccc1Nc1ccc([N+](=O)[O-])cc1[N+](=O)[O-],-0.6,49,-6%,-0.5%,1.8%,9%,1,i,0.4,13%,i,50
CC(=O)N1CCCc2cc(S(=O)(=O)N3CCc4ccccc4C3)ccc21,-5.8,86,8%,-0.3%,1.1%,-6%,1.1,i,0.8,0%,i,46
Cc1ccc(-c2nc(CS(=O)(=O)CC(=O)N3CC(C)CC(C)C3)c(C)o2)cc1 (stereo not given),-3.2,70,9%,5.3%,2.2%,16%,1,i,4.0,3%,i,33
CCc1cc(Cn2nc(C(=O)O)cc2-c2ccccc2)on1,7.3,78,8%,0.5%,2.0%,/,/,i,1.6,7%,i,6
COc1cc(/C=N\NC(=O)c2sc(N)nc2C)cc(OC)c1OC,-0.5,61,9%,2.3%,0.3%,11%,1,i,0.2,2%,i,47
Cc1cc(Cl)c2oc(C(=O)N(C)Cc3nccn3C)c(C)c2c1,-0.6,57,11%,1.3%,/,/,/,i,1.8,/,/,/
O=C1Nc2ccccc2C1=Nc1cccc([N+](=O)[O-])c1,-0.6,80,3%,0.9%,0.9%,11%,/,i,0.0,23%,i,2
N#C/C(=C\c1ccccn1)c1nc2ccccc2s1,-1.5,54,3%,-0.7%,6.0%,5%,1.9,+,0.9*,-5%,i,47
Cc1ccc(C(=O)COC(=O)c2ccc(-c3cnc4ccccc4n3)cc2)cc1C,0.2,56,8%,0.4%,3.2%,16%,1.1,?,/,5%,i,6
CS(=O)(=O)N1CCN(c2ccccc2F)CC1,-1.2,107,1%,-1.1%,1.2%,-2%,1.1,i,0.8,-1%,i,14
N#Cc1cccc(-c2nnc(SCc3ccccc3C#N)o2)c1,-2.8,68,4%,-0.1%,3.8%,5%,1,i,0.5,0%,i,12
N#C/C(=C\c1ccc(-c2ccc(C(=O)O)cc2)o1)C(=O)Nc1ccc(F)cc1,/,/,14%,0.1%,0.2%,-7%,/,i,1.0,7%,i,33
CC1CCCN(C(=O)c2cn(-c3ccccc3)nc2-c2cccnc2)C1 (stereo not given),0.5,72,1%,0.6%[50 µM],-0.8%,-5%,/,i,1.0,17%,i,46
COc1ccc2sc(N3C(=O)C4CC=C(C)CC4C3=O)nc2c1 (stereo not given),-0.4,36,13%,0.1%,1.7%,-4%,1.2,i,0.7,1%,i,9
Cc1cc(C)n2nc(CC(=O)NNC(=O)COc3ccccc3)nc2n1,2.1,52,-1%,0.3%,0.7%,-1%,/,i,0.4,8%,i,29
O=C1CCC(=O)N1c1nc2nc(-c3ccccc3)cc(=O)n2[nH]1,-0.7,45,13%,0.0%,0.6%,-3%,1.1,i,1.1,13%,i,46
Nc1ccc(C(=O)C(=O)c2ccccc2)cc1,-1.6,42,0%,-0.3%,/,/,/,i,0.7,10%,i,50

# An excerpt from above in order of length of the SMILES, rising.
SMILES,NTR1 ag,NTR1 ag cell count 20 µM,Rac1 GTP hydrolysis,K1F lysis inhibition,RSV antiviral HEp-2,Salmonella PhoP GFP,TNAP activators,Myeloid diff 2,Myeloid diff 2 GFP+ MAC1+ %,Large T inhibition,T cell modulator,T cell modulator vesicle-bound %
CCc1cc(Cn2nc(C(=O)O)cc2-c2ccccc2)on1,7.3,78,8%,0.5%,2.0%,/,/,i,1.6,7%,i,6
COc1cc(/C=N\NC(=O)c2sc(N)nc2C)cc(OC)c1OC,-0.5,61,9%,2.3%,0.3%,11%,1,i,0.2,2%,i,47
COCC(=O)N(Cc1cc2ccc(C)cc2[nH]c1=O)c1ccc(C)cc1C,0.0,50,14%,0.1%,2.4%,-2%,/,i,0.9,9%,i,59
CCc1cc(C(=O)OC)c(NC(=O)CC2Sc3ccc(C(F)(F)F)cc3NC2=O)s1 (stereo not given),4.1,44,6%,0.4%,1.2%,-6%,1.1,i,0.4,12%,i,54

# Next part:
SMILES,NTR1 ag,NTR1 ag cell count 20 µM,Rac1 GTP hydrolysis,K1F lysis inhibition,RSV antiviral HEp-2,Salmonella PhoP GFP,TNAP activators,Myeloid diff 2,Myeloid diff 2 GFP+ MAC1+ %,Large T inhibition,T cell modulator,T cell modulator vesicle-bound %
O=[N+]([O-])c1ccccc1COc1ccc(Cl)c2cccnc12,0.0,59,9%,0.0%,2.2%,-7%,/,i,0.5,10%,i,36
O=C(NC(=S)NNS(=O)(=O)c1ccccc1)c1ccccc1[N+](=O)[O-],-0.1,69,7%,-4.6%,2.9%,-11%,1,i,0.3,29%,i,50
CC(OC(=O)c1cccs1)C(=O)NCc1ccco1 (stereo not given),1.1,88,3%,0.1%,2.3%,2%,1.2,i,1.1,-1%,i,28
COC(=O)CN1C2(C#N)CCCCC2CC2CCCCC21C#N (stereo not given),-0.9,81,1%,0.2%,0.3%,9%,1.1,i,1.0,1%,i,58
CC1=NN(c2ccccc2)C(=O)/C1=C\c1cc(C)n(C)c1C,2.0,51,11%,0.4%,0.3%,-4%,/,i,0.4,8%,i,22
CCN(CC)C(=O)CSC(Nc1ccc(F)cc1)=C(C#N)C#N,1.0,48,15%,i,0.7%,-14%,/,i,2.5,14%,i,29
CCN(Cc1ccc2c(c1)OCO2)C(=O)CSc1nc(C)nc2sc(C)c(C)c12,13,55,7%,0.1%[50 µM],9.5%,/,/,i,0.3,/,i,24
Cc1ccc(N2CCN(c3ccc(C)cc3)C2c2ccccn2)cc1,3.6,44,20%,2.4%[50 µM],2.8%,2%,1.1,i,6.4,10%,i,28
Cc1ccc(-c2c(C(=O)N/N=C/c3c[nH]c4ccccc34)nnn2-c2nonc2N)cc1,14,64,-5%,0.1%,6.6%,16%,/,?,/,9%,i,40
O=C(COC(=O)c1cc(=O)[nH]c2ccccc12)c1ccccc1,1.1,60,3%,0.4%,2.9%,0%,1.1,i,0.2,5%,i,52
Cc1nnc(NC(=O)CSc2cn(Cc3ccccc3)c3ccccc23)s1,4.4,85,12%,2.3%,-0.1%,4%,1.1,i,8.6,8%,i,26
COC(=O)CC1=C(C(=O)OC)C(c2ccncc2)C(C#N)=C(N)O1 (stereo not given),0.5,51,13%,3.7%,4.0%,-2%,1.1,i,0.7,8%,i,24
O=C(COc1ncnc2ccccc12)Nc1cc(S(=O)(=O)N2CCOCC2)ccc1Cl,2.3,70,3%,1.4%[50 µM],1.5%,0%,/,i,0.3,2%,i,50
COc1ccc(NC(=O)COC(=O)c2ccc(-n3nc(C)cc3C)cc2)cc1OC,0.8,79,6%,0.4%[50 µM],2.0%,/,/,i,0.6,/,i,51
Cn1c(=O)c(C(=O)CSc2nnc(Nc3ccccc3)s2)c(N)n(Cc2ccccc2)c1=O,6.5,43,6%,0.3%,2.7%,11%,1,i,1.3,8%,i,27
CCOc1cc(C2Nc3ccccc3NC3=C2C(=O)CC(C)(C)C3)ccc1OC(C)=O (stereo not given),-1.1,57,-21%,-2.0%,0.4%,6%,/,i,0.4,4%,i,55
CCC(C)(C)NC(=O)C(c1ccc(OC)cc1)N(C(=O)CCC(=O)Nc1cc(C)on1)c1ccccc1F (stereo not given),2.1,53,8%,0.2%,1.7%,6%,/,i,0.3,9%,i,27
Cc1sc2nc(C(C)C)nc(SCC(=O)N3CCOCC3)c2c1C,1.8,47,6%,-0.1%,0.7%,11%,/,i,1.8,7%,i,51
CCOC(=O)c1sc2nc(CC(=O)OC)nc(NCC(=O)OC)c2c1C,0.4,49,13%,0.0%,2.1%,3%,1,i,5.2,20%,i,14
COc1cc(C2C(C(=O)c3cc4ccccc4o3)=C(O)C(=O)N2CCN2CCOCC2)ccc1OCCC(C)C (stereo not given),1.8,69,4%,0.2%,/,/,/,i,1.0,/,/,/
COc1ccccc1N(C)S(=O)(=O)c1ccc(C(=O)OCC(=O)N(C)c2ccccc2)cc1,4.8,48,1%,-0.6%,-0.7%,0%,1.1,i,0.5,26%,i,53
Cc1ccc(NC(=O)CCC(=O)OCC(=O)c2ccc(Oc3ccc([N+](=O)[O-])cc3)cc2)cc1C,0.8,85,12%,0.0%,8.0%,-8%,1.1,i,1.7,4%,i,50
COC(=O)c1ccccc1NC(=O)c1ccc(COc2cc(C)cc(C)c2)o1,0.8,52,8%,0.1%,0.6%,-2%,1,i,0.8,13%,i,52
Cc1ccc(NC(N)=S)cc1C,0.4,57,4%,1.2%,-0.7%,-3%,1.1,i,0.6,15%,i,46
O=C(COc1ncnc2sccc12)Nc1cccc(S(=O)(=O)N2CCCC2)c1,-1.4,57,4%,0.1%,1.3%,-9%,/,i,0.6,4%,i,27
